Screening results as filed in PubChem.
MEP2-GFP yeast = alters MEP2-GFP fluorescence in TOR pathway yeast screen | S. cerevisiae MEP2-GFP strain, flow cytometry GFP, 3 h; 100% = DMSO control level | GFP response vs DMSO, % at 10 µM | actives 0.51% (n = 330,000) | AID 2016;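 active = GFP response versus DMSO above a set limit, roughly screen mean plus 3 SD, cut at about 180% in these data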;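 note: median GFP fluorescence of the barcode-gated MEP2-GFP cells per well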
RPL19A TOR yeast = alters RPL19A-GFP fluorescence in TOR pathway yeast screen; S. cerevisiae RPL19A-GFP strain, flow cytometry, 3 h; active compounds read low; percent response vs DMSO, % at 10 µM; actives 0.3% (n = 330,000); AID 2025;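 active = percent response vs DMSO below 50%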;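 note: median channel GFP fluorescence of the barcoded RPL19A-GFP strain; ratio of sample median GFP to plate DMSO average so 100% = DMSO; lower means less RPL19A-GFP as with rapamycin TOR inhibition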
AGP1 TOR yeast = modulators of TOR pathway AGP1-GFP in S. cerevisiae; S. cerevisiae AGP1-GFP multiplex flow cytometry, 3 h; GFP as percent of DMSO wells; actives 0.02% (n = 320,000); AID 2066; GFP response vs DMSO, % at 10 µM;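 active = GFP response relative to DMSO above a set limit, near screen average plus 3 SD, cut at about 150% in these data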;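 note: median GFP channel fluorescence of the gated AGP1 strain per well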
CIT2-GFP yeast = yeast TOR pathway CIT2-GFP modulation | AID 2029 | actives 0.065% (n = 320,000) | GFP response vs DMSO, % at 10 µM | S. cerevisiae CIT2-GFP strain, flow cytometry, 3 h; 100 means same as DMSO wells;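 active = GFP response relative to DMSO above a set limit, near the screen mean plus 3 SD, cut at about 150% in these data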;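 note: ratio of well median GFP fluorescence to mean of DMSO wells on the plate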
proCasp3 act = procaspase-3 (human) activation. activation, % at 8.5 µM. AID 463141. recombinant procaspase-3 D3A, Ac-DEVD-pNA absorbance 405 nm. P42574. actives 0.11% (n = 330,000);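 active = activation above the mean of all tested compounds plus 3 SD, cut at about 21% in these data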;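 note: 0% = DMSO alone and 100% = DMSO wells spiked with extra 5 µM PC-3 D3A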
Target sequence (P42574 whole entry D9A/D28A/D175A): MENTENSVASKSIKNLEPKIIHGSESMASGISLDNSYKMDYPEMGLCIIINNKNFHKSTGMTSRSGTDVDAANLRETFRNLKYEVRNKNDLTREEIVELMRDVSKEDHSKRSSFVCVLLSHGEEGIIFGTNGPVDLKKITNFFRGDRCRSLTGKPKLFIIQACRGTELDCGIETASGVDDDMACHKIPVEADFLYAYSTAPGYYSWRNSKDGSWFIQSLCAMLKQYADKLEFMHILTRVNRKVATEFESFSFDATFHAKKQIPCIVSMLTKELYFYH
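System: Procaspase-3 D3A mutant. Medium: Zinc-free 300 mM NaCl, 50 mM HEPES, 0.01% Triton X-100. Schedule: 1 h preincubation plus 2 h reaction at 25 °C. Measured by: 405 nm absorbance of p-nitroaniline, reads at 0 and 120 min. Read-out: percent activation relative to control range.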
LAP4-GFP MLPCN = yeast TOR pathway LAP4-GFP modulation; GFP response vs DMSO, % at 10 µM; actives 0.34% (n = 320,000); S. cerevisiae LAP4-GFP multiplex, flow cytometry GFP, 3 h; median GFP as percent of DMSO wells;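 active = GFP response vs DMSO above a set limit, about the screen mean plus 3 SD, cut at about 150% in these data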
procasp7 counter = activates human procaspase-7, counter-screen for procaspase-3 activators | recombinant procaspase-7, Ac-DEVD-pNA absorbance 405 nm; D23A/D198A/D206A triple mutant, cannot self-cleave; scale: DMSO 0, 5 µM enzyme 100 | activation, % at 8.5 µM | actives 0.093% (n = 330,000);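 active = percent activation above the screen-wide mean plus 3 SD, cut at about 25% in these data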
Target sequence (P55210 whole entry D23A/D198A/D206A): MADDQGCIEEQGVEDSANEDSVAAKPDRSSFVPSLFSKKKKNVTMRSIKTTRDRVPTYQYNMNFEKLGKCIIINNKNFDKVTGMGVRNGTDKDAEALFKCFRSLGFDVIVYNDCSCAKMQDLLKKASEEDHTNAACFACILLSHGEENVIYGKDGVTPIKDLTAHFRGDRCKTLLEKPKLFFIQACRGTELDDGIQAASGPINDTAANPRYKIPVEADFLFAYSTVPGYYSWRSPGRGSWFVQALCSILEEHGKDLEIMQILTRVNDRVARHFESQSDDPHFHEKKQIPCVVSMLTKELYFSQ
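System: Procaspase-7 triple mutant (PC-7 D3A); measure: % activation from two-timepoint absorbance difference, scaled to controls; times: 1 h compound preincubation, 2 h substrate cleavage, 25 °C; also added: Ac-DEVD-pNA substrate, 400 µM as added; measured by: Epi-absorbance of released pNA at 405 nm, two timepoints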
AHR activator = activates the human aryl hydrocarbon receptor; P35869; AID 2796; actives 2.5% (n = 320,000); activation, % at 5 µM; AHR-responsive luciferase reporter cells, luminescence; in the data active = activation above about 47%;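 note: 0% = vehicle wells and 100% = reference agonist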
Starred values were filed as active, the others as inactive; . = not tested or not shown.

compound	MEP2-GFP yeast	RPL19A TOR yeast	AGP1 TOR yeast	CIT2-GFP yeast	proCasp3 act	LAP4-GFP MLPCN	procasp7 counter	AHR activator
CC1(C)CC(=O)C=C(NCCc2c[nH]c3ccccc23)C1	100.0	100.8	.	.	-1.3	.	-3.5	9.3
N#CCCN1CCN(S(=O)(=O)c2ccc(S(=O)(=O)N3CCCC3)cc2)CC1	101.5	99.3	101.5	108.9	1.2	103.0	-13.0	-0.1
CCOC(=O)CSc1nc(-c2ccccc2)nc2ccccc12	103.5	99.4	100.3	98.7	-7.3	100.8	6.8	1.3
COc1ccc(/C=N\NC(=O)COc2ccc(Cl)cc2Cl)c(C(=O)O)c1OC	97.2	104.1	99.9	100.3	3.6	89.7	-5.8	1.1
Cc1cc(NC(=O)c2noc3c2CCc2ccccc2-3)no1	99.9	98.9	97.3	93.4	1.6	105.6	4.8	2.7
CCC(C)(C)NC(=O)c1sccc1Oc1ccc(F)cc1[N+](=O)[O-]	95.4	85.2	85.4	.	-1.8	85.8	-1.6	-1.0
COCCC(=O)Nc1ccc2c(c1)CN(C(=O)CSC)CC2	98.6	100.2	105.8	110.2	-7.0	104.4	12.5	6.5
CC(=O)Nc1ccc(S(=O)(=O)NCCC(=O)Nc2cc(C)ccn2)cc1	97.3	99.0	107.7	102.3	2.5	105.3	9.8	2.4
CCNc1nc2c(c(=O)[nH]c(=O)n2C)n1Cc1ccc(F)cc1	112.3	103.9	104.9	102.1	1.5	102.8	-6.8	-0.8
COCCOC(=O)C1=C(C)N(c2ccccc2)C(=S)NC1c1ccccc1C(F)(F)F (stereo not drawn)	99.3	102.5	93.5	75.7	0.1	92.9	10.8	3.7
O=C(NC1CCCC1)c1nc2c(nnn2Cc2cccc(Cl)c2)c(=O)[nH]1	82.9	103.1	104.4	104.2	3.8	90.4	-0.8	-2.9
CC(/C=C/c1ccc2c(c1)OCO2)=N/NC(=O)c1ccncc1	101.2	102.3	105.3	96.5	5.2	106.6	2.9	23.9
CCn1c(SC)nc(O)c(C(c2ccc(OC)c(O)c2)c2c(O)nc(SC)n(CC)c2=O)c1=O	105.7	88.8	92.1	100.1	-1.8	109.1	15.4	0.1
Cc1cccc(-c2nc3cc([N+](=O)[O-])ccc3o2)c1	98.6	100.8	103.7	96.3	8.0	101.5	6.4	-1.7
Cc1cc(C)nc(/N=C(\N)Nc2ccc3c(c2)OCCO3)n1	105.1	101.4	98.0	98.0	0.4	95.3	6.8	72.2*
COc1cc(C(O)P(=O)(OC(C)C)c2ccc(N(C)C)cc2)cc(OC)c1OC (stereo not drawn)	105.3	92.4	98.2	91.2	3.0	88.2	20.2	3.0
CCc1ccc(C(=O)COC(=O)c2ccc(Cl)nc2)cc1	95.1	96.8	97.4	87.0	-2.7	97.1	-5.7	1.7
Cc1nc2c(-c3ccccc3)c(C)nn2c(C)c1CC(=O)O	89.3	93.4	93.4	90.8	2.1	.	-9.2	-1.0
Brc1ccc(-c2cnc3n2CCCC3)cc1	104.1	94.2	93.0	90.0	-10.1	94.0	4.2	7.9
O=C(CSc1nc(-c2ccco2)cc(C(F)(F)F)n1)N1CCN(Cc2ccccc2)CC1	109.2	103.9	99.2	103.2	11.4	99.3	3.5	2.1
O=c1c2ccccc2nnn1COc1cccc2ccccc12	101.2	116.6	93.8	106.2	-11.9	104.2	9.7	14.8
CC(NC(=O)c1ccc(F)cc1)c1ccccc1 (stereo not drawn)	90.5	93.3	90.0	85.9	7.7	90.3	9.3	-1.2
CCC1(COC(NC(=O)c2cccnc2)(C(F)(F)F)C(F)(F)F)COC1	110.3	95.9	100.2	103.2	6.8	93.1	10.1	-0.3
O=C(NC1CC1)c1nc(Cn2ccc([N+](=O)[O-])n2)no1	102.7	93.6	89.5	92.0	-12.8	89.2	-5.4	0.6
C/C(=N\NS(=O)(=O)c1ccc(C)c([N+](=O)[O-])c1)c1ccc2c(c1)OCO2	95.4	93.3	103.7	92.3	4.3	111.0	6.4	-1.1
Cc1ccc(S(=O)(=O)Cn2nnnc2C(C(C)C)N2CCN(C(=O)c3ccco3)CC2)cc1 (stereo not drawn)	89.3	96.6	94.3	92.7	4.0	.	-0.7	1.4
C=CCn1c(SCC(=O)NCC(=O)OCC)nnc1-c1ccccn1	102.8	98.3	104.4	100.5	-4.0	114.9	-1.5	-1.1
Cc1ccc(C(=O)COC(=O)CCCC(=O)NC2CCCCC2)cc1[N+](=O)[O-]	101.0	101.3	100.7	100.9	-0.6	93.9	-1.0	3.2
N#CC1(C#N)C(c2ccccc2)OC23CCCCC2C1(C#N)C(=N)O3 (stereo not drawn)	101.8	102.0	96.0	95.6	-10.1	96.3	-2.0	5.7
Cc1ccc(NC(=O)Nc2c(C)n(C)n(-c3ccccc3)c2=O)cc1	119.5	108.8	98.0	115.0	10.4	98.4	-2.3	1.4

2 compounds picked at random from those above, as already listed:
compound	MEP2-GFP yeast	RPL19A TOR yeast	AGP1 TOR yeast	CIT2-GFP yeast	proCasp3 act	LAP4-GFP MLPCN	procasp7 counter	AHR activator
Cc1ccc(NC(=O)Nc2c(C)n(C)n(-c3ccccc3)c2=O)cc1	119.5	108.8	98.0	115.0	10.4	98.4	-2.3	1.4
C=CCn1c(SCC(=O)NCC(=O)OCC)nnc1-c1ccccn1	102.8	98.3	104.4	100.5	-4.0	114.9	-1.5	-1.1

Next results follow:
compound	MEP2-GFP yeast	RPL19A TOR yeast	AGP1 TOR yeast	CIT2-GFP yeast	proCasp3 act	LAP4-GFP MLPCN	procasp7 counter	AHR activator
O=C(O)c1ccc2c(=O)n3c(nc2c1)/C(=C/c1ccccc1Br)CC3	92.7	96.8	86.5	86.1	-4.1	96.5	5.4	0.4
O=c1c(-c2ccccc2)nc(-c2ccccc2)cn1O	102.1	103.9	110.8	102.7	3.1	112.3	10.6	3.9
O=C(NCCc1nccs1)C1CCC(=O)N(CCc2ccc(Cl)cc2)C1 (stereo not drawn)	99.1	94.0	101.8	101.6	3.1	101.5	-7.4	-3.5
O=C(NCCCc1ccncc1)C1CCC(=O)N(Cc2ccc(Cl)cc2)C1 (stereo not drawn)	104.7	106.4	103.3	102.3	3.2	105.9	2.8	4.5
O=C(CSc1ncn[nH]1)NCCC(c1ccccc1)c1ccccc1	111.7	105.9	113.4	109.5	-1.6	112.1	-7.2	0.6
COc1ccccc1NC(=O)c1cccc(S(=O)(=O)N2CCOCC2)c1	93.7	92.9	95.5	102.5	-1.5	93.5	14.2	13.6
CC(C)(C)c1ccc(C(=O)N2CCNC(=O)C2CC(=O)Nc2ccc(F)cc2)cc1 (stereo not drawn)	112.0	94.3	110.6	129.9	-1.8	102.1	-6.1	-4.8
CCC(C)NC(=O)c1ccc(-n2c(=S)[nH]c3ccccc3c2=O)cc1 (stereo not drawn)	107.7	98.5	120.0	113.0	-4.2	111.6	-3.8	-0.6
CCSc1nc(-c2ccc(OC)cc2)ccc1C#N	97.8	99.8	96.0	97.5	2.3	111.5	10.1	11.7
O=C(Nc1nnc(SCc2ccccc2)s1)c1ccco1	102.3	95.7	103.5	107.9	9.6	100.2	0.8	0.4
CCn1cc(CN2CCCC(CNC(=O)COc3ccccc3OC)C2)c(C)n1 (stereo not drawn)	98.3	95.7	101.0	95.0	7.6	93.2	12.3	1.3
O=C(c1ccco1)n1nc(NCc2ccccc2)nc1NCc1ccccc1	91.1	93.5	98.9	93.2	1.5	97.8	-4.9	9.2
CCOC(=O)C1CCC(CNCc2ccc(Cl)cc2)CC1 (stereo not drawn)	95.7	101.8	101.3	107.7	-1.1	93.8	2.0	-4.5
Cc1ccc(Cn2c(Sc3nccc(C)n3)nc3c2c(=O)[nH]c(=O)n3C)cc1	96.5	99.7	103.7	.	0.0	89.6	6.1	0.9
CCOc1ccc(/C(O)=C2/C(=O)C(=O)N(CCN(CC)CC)C2c2cccs2)cc1 (stereo not drawn)	105.1	100.7	96.6	96.3	-48.9	96.8	-44.6	11.1
Cc1cccc(-n2ncc3c(NCc4ccc5c(c4)OCO5)ncnc32)c1	104.5	100.8	100.8	96.3	1.4	109.9	5.1	0.1
Cc1ccc(-c2c3c(=O)n(C)c(=O)n(C)c3cn2N2CCOCC2)cc1	103.0	101.6	102.8	106.4	0.8	102.8	10.3	3.0
OC1(c2ccc3ccccc3c2)CCN(Cc2ccccc2)C1 (stereo not drawn)	101.7	100.3	101.1	100.3	-0.9	98.5	-3.9	4.5
CCc1ccc2[nH]c(=O)c(C(c3nnnn3Cc3ccc(OC)cc3)N3CCOCC3)cc2c1 (stereo not drawn)	97.3	102.6	.	103.2	2.7	100.4	-1.1	3.3
CCOC(=O)C1=C(C)NC(=O)NC1c1ccc(N(CC)CC)cc1 (stereo not drawn)	102.8	100.9	102.5	101.4	3.8	98.6	2.1	2.0
CC(C)n1c(CN(C)c2ccccc2)nc2ccccc21	108.5	102.2	92.0	102.3	6.6	90.1	-1.3	4.8
Cc1ccc(-c2nnc(SCC(=O)N3CCOCC3)nc2-c2ccc(C)cc2)cc1	96.8	95.7	87.5	91.8	4.8	91.1	-3.7	-1.3
CN(C)CC1CCCCC1OC(=O)c1ccc(S(=O)(=O)N(C)c2ccccc2)cc1 (stereo not drawn)	102.0	96.3	96.4	105.5	-0.8	89.1	-7.1	-2.0
O=C(c1ccc(F)cc1)C1CCN(Cc2cn[nH]c2-c2ccccc2)CC1	101.9	96.4	109.1	100.6	-2.9	108.4	8.2	3.9
Cc1ccc(S(=O)(=O)N2CCCC(C(=O)Nc3ccc(NC(=O)c4ccccn4)cc3)C2)cc1 (stereo not drawn)	102.5	103.7	109.1	106.0	-9.9	106.2	4.8	0.8
O=C1Nc2c(c(=O)[nH]c(=O)n2-c2ccccc2)C1(Nc1ncccn1)C(F)(F)F (stereo not drawn)	109.0	105.8	104.1	103.0	3.6	107.1	-12.5	-0.3
Cc1cc(C)cc(NC(=O)C(=O)NCCCN2CCCC2=O)c1	104.0	95.3	97.3	95.3	-2.1	102.1	8.8	3.4
Cc1cc(C)n(C(=O)Cn2nc(C)c(Br)c2C)n1	107.3	102.9	100.8	101.7	1.8	98.7	6.5	-1.1
Oc1ccc2cc(Br)ccc2c1CN1CCCC1	106.8	99.6	106.4	108.7	-7.7	105.3	-6.4	2.3
COC(=O)c1ccc(COc2ccc(Cl)cc2)o1	113.3	99.6	93.0	96.4	3.1	112.9	8.6	3.7
Cc1ccc(C2CCN(C(=O)Nc3ccc(F)cc3)C2)cc1 (stereo not drawn)	99.4	100.8	103.7	100.5	12.5	119.7	-2.7	-1.7

3 consecutive entries out of the list so far, for reference:
compound	MEP2-GFP yeast	RPL19A TOR yeast	AGP1 TOR yeast	CIT2-GFP yeast	proCasp3 act	LAP4-GFP MLPCN	procasp7 counter	AHR activator
O=C(c1ccc(F)cc1)C1CCN(Cc2cn[nH]c2-c2ccccc2)CC1	101.9	96.4	109.1	100.6	-2.9	108.4	8.2	3.9
Cc1ccc(S(=O)(=O)N2CCCC(C(=O)Nc3ccc(NC(=O)c4ccccn4)cc3)C2)cc1 (stereo not drawn)	102.5	103.7	109.1	106.0	-9.9	106.2	4.8	0.8
O=C1Nc2c(c(=O)[nH]c(=O)n2-c2ccccc2)C1(Nc1ncccn1)C(F)(F)F (stereo not drawn)	109.0	105.8	104.1	103.0	3.6	107.1	-12.5	-0.3
